Screening data: PubChem, National Center for Advancing Translational Sciences (NCATS)
Tb PYK inh = qHTS of Trypanosoma Brucei Inhibitors; TbPYK enzyme, Kinase-Glo Plus ATP luminescence, 45 min; Potency, µM (doses to about 76.8 µM), without a hit: top-dose activity, negative = inhibition, most hits filed as inhibitors; 0.12% of 410,000 active; note: potency is the fitted concentration of half-maximal effect; % is set by controls: 0 for no effect and ±100 for the full control effect; nearly all actives have a fitted effect of over 50% in size
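Readout: single end-point luminescence (Kinase-Glo Plus, 10 min). Reaction conditions were TbPYK/substrate plus 130 uM ADP, 45 min at RT, pH 7.2 TEA buffer. No-enzyme wells served as controls, and data were normalized before concentration-response fitting.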
Pf growth 48h = Primary qHTS for delayed death inhibitors of the malarial parasite plastid, 48 hour incubation; Potency, µM (series often up to 28.7 µM), without a hit: at the highest dose activity change, negative = inhibition, usual class: inhibitors; AID 504832, 2011; P. falciparum luciferase growth in erythrocytes, 48 h; 5.9% of 310,000 active; note: potency is the fitted concentration of half-maximal effect; % is set by controls: 0 for no effect and ±100 for the full control effect
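Here the parasites carry a stable luciferase gene and grow inside erythrocytes in Albumax-based RPMI medium with compound for one erythrocytic cycle. Activity is scored as loss of luminescent signal.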
AmpC inh no detg = qHTS Inhibitors of AmpC Beta-Lactamase (assay without detergent). 0.52% of 330,000 active. P00811. Potency, µM (titrated, usually from 57.1 µM), inactives show at the highest dose activity change, negative = inhibition, actives largely listed as inhibitors. AmpC nitrocefin hydrolysis, absorbance 480 nm, 0.0001% Triton;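 note: potency is the fitted concentration of half-maximal effect; plate controls were no compound for no effect and no enzyme for full effect; nearly all actives have a fitted effect of over 20% in size; some results filed as inactive show a strong effect at the top dose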
Target sequence (P00811 whole entry, looked up): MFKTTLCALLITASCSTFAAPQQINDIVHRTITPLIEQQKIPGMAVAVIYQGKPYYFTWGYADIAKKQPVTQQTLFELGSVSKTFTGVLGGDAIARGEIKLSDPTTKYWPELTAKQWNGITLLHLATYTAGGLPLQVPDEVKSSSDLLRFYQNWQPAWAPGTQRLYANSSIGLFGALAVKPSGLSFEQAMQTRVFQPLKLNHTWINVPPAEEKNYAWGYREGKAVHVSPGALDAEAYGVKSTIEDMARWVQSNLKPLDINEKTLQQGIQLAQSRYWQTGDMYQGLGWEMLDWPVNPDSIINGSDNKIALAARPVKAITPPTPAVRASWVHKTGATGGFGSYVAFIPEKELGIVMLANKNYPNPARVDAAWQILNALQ
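AmpC (5.3 nM in the dispensed reagent) in 20 mM phosphate pH 7.0 with 0.01% (detergent screen) or 0.0001% Triton X-100 was preincubated with compounds for 15 min at room temperature. Nitrocefin was then added from an 800 uM solution, and hydrolysis was followed at 480 nm.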
Pf growth 96h = Primary qHTS for delayed death inhibitors of the malarial parasite plastid, 96 hour incubation | Potency, µM (highest dose often 28.7 µM), inactives show at the highest dose activity change, negative = inhibition, actives largely listed as inhibitors | 6.9% of 320,000 active | P. falciparum luciferase reporter growth, 96 h; note: potency is the fitted concentration of half-maximal effect; % is set by controls: 0 for no effect and ±100 for the full control effect
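Two-generation exposure (96 h) targets delayed-death phenotype. Reporter parasites carrying integrated firefly luciferase, in red cells at 2% hematocrit and 0.05% parasitemia final, kept at 37 C, 5% CO2; luminescence loss indicates inhibition.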
LmPK inh = qHTS Assay for Inhibitors of Leishmania Mexicana Pyruvate Kinase (LmPK); Q27686; purified LmPK, Kinase-Glo ATP luminescence, 1 h; Potency, µM (highest dose often 57.5 µM), inactives show top-dose activity change, negative = inhibition, hits mostly inhibitors; 0.37% of 290,000 active; note: potency is the fitted concentration of half-maximal effect; % is set by controls: 0 for no effect and ±100 for the full control effect
Target sequence (Q27686 whole entry, looked up): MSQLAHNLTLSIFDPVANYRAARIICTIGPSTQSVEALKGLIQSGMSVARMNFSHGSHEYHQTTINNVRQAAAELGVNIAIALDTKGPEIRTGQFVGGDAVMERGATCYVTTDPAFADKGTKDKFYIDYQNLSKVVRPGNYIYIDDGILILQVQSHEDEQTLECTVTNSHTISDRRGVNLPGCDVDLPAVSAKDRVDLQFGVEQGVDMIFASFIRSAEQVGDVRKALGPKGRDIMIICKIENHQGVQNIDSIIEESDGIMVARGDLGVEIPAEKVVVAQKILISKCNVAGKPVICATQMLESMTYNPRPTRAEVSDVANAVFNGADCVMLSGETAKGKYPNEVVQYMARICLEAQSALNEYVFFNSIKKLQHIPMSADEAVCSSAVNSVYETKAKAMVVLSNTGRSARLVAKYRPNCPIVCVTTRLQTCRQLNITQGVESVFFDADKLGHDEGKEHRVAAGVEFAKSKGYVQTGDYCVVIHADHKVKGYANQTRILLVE
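Purified LmPK (0.1 nM) with 0.5 mM PEP and 0.1 mM ADP in imidazole buffer pH 7.2 with MgCl2/KCl, 1 h at room temperature. ATP formed was read by luciferase luminescence and normalized to no-enzyme and uninhibited controls.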
Shiga toxin inh = A qHTS for Small Molecule Inhibitors of Shiga Toxin; 9.2% of 290,000 active; Vero cells, Shiga toxin protein synthesis inhibition reporter; AID 2315, 2010; inhibition, % at 38.7 µM; in the data active = inhibition mostly above about 28%, no sharp cut-off; inactive = mostly below about 43%; note: 0% is about no effect
CHX counter = Cycloheximide Counterscreen for Small Molecule Inhibitors of Shiga Toxin. cell reporter, cycloheximide protein synthesis inhibition counterscreen. AID 2314, 2010. max response, %. 12% of 300,000 active; in the data active = max response mostly above about 13%, no sharp cut-off; inactive = mostly below about 14%; note: read at 38.3 µM for the half of the compounds with a filed dose; 0% is about no effect
* = called active by the depositor; ? = inconclusive; / = no result given; [ ] = remark or other dose. Unless noted, calls come from the whole dose curve; as a rule, active = well fitted curve in the direction sought with a large enough effect; inconclusive = small, poorly fitted or top-dose-only effect, or another doubt; inactive = no such curve, though single readings can be large; an effect the other way counts as inactive or inconclusive. The order is random. About 22% of those tested had a hit in this group.

SMILES | Tb PYK inh | Pf growth 48h | AmpC inh no detg | Pf growth 96h | LmPK inh | Shiga toxin inh | CHX counter
O=C1C(NS(=O)(=O)c2cccs2)=C(N2CCN(c3cccc(Cl)c3)CC2)C(=O)c2ccccc21 | -3% | 12µM* | -3% | / | -18% | -24 | -3
O=C(CS(=O)CC(=O)Nc1ccccc1-c1ccccc1)Nc1ccc(F)cc1 (stereo not given) | 0% | 9% | -2% | -8% | 0% | -12 | -3
CCOc1ccc(OCCOCCOc2ccccc2Cl)cc1 | 0% | -1% | 0% | 17% | -6% | -15 | -2
CC(=O)Nc1ccc(S(=O)(=O)N2CCN(C3CCCCCCC3)CC2)cc1 | -1% | -21% | 43% | ? | 5% | -14 | -5
N=c1c(C(=O)NC2CCCCC2)cc2c(=O)n3ccccc3nc2n1CCc1ccccc1 | 1% | 1.5µM* | -12% | 1.7µM* | 0% | 29 | -3
COc1ccc(C2=Nc3cc(C)ccc3OC2)cc1 | -14% | -34% | -56% | -5% | 11µM* | 94* | 33*
O=C(Nc1ccccc1)C1=C[C@H](c2ccccc2)C[C@H](OCc2ccc(CO)cc2)O1 | -4% | ? | -3% | ? | 3% | 53* | 32*
COc1cccc(-c2ccc3c(c2)S(=O)(=O)c2cccc(C(=O)O)c2C3=O)c1OC | 0% | 22% | 9% | 8% | / | / | /
Cc1ccc(/C=N/NC(=O)CSc2nc3nc(C)cc(C)n3n2)cc1 | -21% | 6% | -10% | -7% | -5% | 8 | -3
Cc1ccc(C(=O)N/C(=C/c2ccc(Cl)cc2)C(=O)NCC2CCCO2)cc1 (stereo not given) | 2% | -4% | 38% | ? | 0% | -3 | -2
Cc1cc(C)cc(NC(=O)CCOc2ccccc2)c1 | -1% | -1% | -25% | -32% | 0% | -4 | -2
COC(=O)CCC(=O)OC1(C)C(=O)C=C2C=C(C3CC3)N(c3ccccc3)C=C2C1=O (stereo not given) | -2% | ? | 48% | ? | -1%[11.5 µM] | 22 | -3
CC(c1ccccc1)c1nnc(N)s1 (stereo not given) | 0% | 7% | -11% | 4% | 9% | 3 | -2
CCOC(=O)c1c(C)[nH]c(C(=O)COC(=O)COc2ccccc2C)c1C | 2% | 20% | -7% | 46%[activator] | 3% | -4 | -1
Cc1ccc(/C=C/C(=O)O)cc1S(=O)(=O)N1CCC(Cc2ccccc2)CC1 | -11% | 7% | -21% | ? | 3% | 51 | 2
Cc1onc(-c2c(F)cccc2Cl)c1C(=O)Nc1ccccc1N1CCOCC1 | -2% | 1.9µM* | 66%[activator] | 2.6µM* | 1% | -5 | -1
CC1CCCN(C(=O)COC(=O)c2cc([N+](=O)[O-])ccc2N2CCOCC2)C1 (stereo not given) | -4% | -22% | 10% | -5% | / | / | /
O=C(Nc1cc(Cl)cc(Cl)c1)c1ccc(Cn2c(=O)[nH]c3ccsc3c2=O)cc1 | 2% | 27% | -30% | ? | 3% | -19 | -2
COc1ccc(CNc2ncnc3c2[nH]c2ccccc23)cc1 | ? | 2.3µM* | -47% | 1.7µM* | 6% | 0 | 0
COc1ccc(/C=C/C(=O)Oc2cc(C)[nH]c(=O)c2[N+](=O)[O-])cc1OC | 7% | -5% | -33% | 7% | 0% | 164* | 59*

Rewritten tab-delimited: 5 of the compounds above
compound	Tb PYK inh	Pf growth 48h	AmpC inh no detg	Pf growth 96h	LmPK inh	Shiga toxin inh	CHX counter
Cc1ccc(/C=C/C(=O)O)cc1S(=O)(=O)N1CCC(Cc2ccccc2)CC1	-11%	7%	-21%	?	3%	51	2
Cc1onc(-c2c(F)cccc2Cl)c1C(=O)Nc1ccccc1N1CCOCC1	-2%	1.9µM*	66%[activator]	2.6µM*	1%	-5	-1
CC1CCCN(C(=O)COC(=O)c2cc([N+](=O)[O-])ccc2N2CCOCC2)C1 (stereo not given)	-4%	-22%	10%	-5%	/	/	/
O=C(Nc1cc(Cl)cc(Cl)c1)c1ccc(Cn2c(=O)[nH]c3ccsc3c2=O)cc1	2%	27%	-30%	?	3%	-19	-2
COc1ccc(CNc2ncnc3c2[nH]c2ccccc23)cc1	?	2.3µM*	-47%	1.7µM*	6%	0	0

Remaining list, next part.
SMILES | Tb PYK inh | Pf growth 48h | AmpC inh no detg | Pf growth 96h | LmPK inh | Shiga toxin inh | CHX counter
O=C(NCCc1ccccc1)c1ccc2c(c1)OCCO2 | -10% | -30% | -26% | -4% | -22% | -37 | -3
Clc1ccccc1-c1nnc2sc(-c3ccc(Br)o3)nn12 | -12% | -26% | -20% | ? | -4% | -24 | 6
CC(=O)N(CCN(C(C)=O)c1ccccc1)c1ccccc1 | 5% | -6% | -9% | / | 5% | -8 | -2
COCCn1c(COc2cccc(OC)c2)nnc1SCC(=O)N1CCOCC1 | -8% | 0% | 39% | 290%[activator] | 10% | 8 | -2
CCCCNC(=O)COC(=O)c1cc(C)oc1C | -4% | -1% | -16% | 38%[activator] | 3% | 5 | -1
O=S(=O)(NCC1(N2CCOCC2)CCCCC1)c1ccc(F)cc1 | -4% | -5% | -21% | 2% | / | / | /
CC1CCCCN1C(=O)CSc1nnc(-c2cccnc2)o1 (stereo not given) | -3% | 15% | -9% | -30% | -1% | 15 | -2
C=CCOc1c(Br)cc(CNn2c(C)n[nH]c2=S)cc1OCC | ? | 33%[activator] | -7% | 15% | 0% | -14 | -5
Cc1cccc(-c2nc(CS(=O)CC(=O)NC3CCCC3)c(C)o2)c1 (stereo not given) | 4% | / | -11% | ? | 6% | -6 | -7
COc1cccc(OCC(=O)Nc2ccccc2C(=O)Nc2ccc(C(=O)O)cc2)c1 | -19% | ? | 104%[activator] | -15% | -11% | -21 | -5
O=C(O)c1cccc(Cn2c(Cl)c(/C=N/NC(=O)c3cccc(O)c3)sc2=O)c1 | -12% | 6% | -29% | ? | 2% | 75* | 24*
COCn1c(COc2ccc3ccccc3c2)nc2ccccc21 | 1% | 122%[activator] | -31% | 13% | 0% | 77* | 22*
CCC/C=C1/CCCOC(C(=O)NCc2ccccc2)(C(F)(F)F)C1 (stereo not given) | -5% | / | / | / | / | 14 | 4
O=C(CN(Cc1ccccc1F)C(=O)Cn1nnc(-c2cccs2)n1)NCC1CCCO1 (stereo not given) | -8% | 1% | 3% | / | -4% | 14 | -3
Cc1cc(NC(=O)c2cccs2)cc(-c2nc3ncccc3o2)c1O | 1% | -1% | -18% | -17% | -10% | -18 | -4
c1csc(-c2nc(-c3ccc(-c4ccon4)s3)no2)c1 | 2% | 393%[activator] | -27% | 260%[activator] | -9% | 65* | 56*
COc1cccc(C(=O)Nc2cccc(SC)c2)c1 | 3% | 166%[activator] | -44% | 254%[activator] | -30% | 63* | 19*
CCCCc1c(C)[nH]c(C(=O)OCC)c1C | 6% | 21% | -16% | ? | -7% | 8 | 13
COc1cc(/C=C/C(=O)OCC(=O)N2c3ccccc3NC(=O)C2(C)C)cc(OC)c1OC | 3% | ? | 17% | ? | / | / | /
CC(C)C(c1nnnn1C1CCCCC1)N1CCN(c2ncccn2)CC1 (stereo not given) | 1% | 13% | -11% | / | -2% | 17 | -4
COC(=O)c1ccc(NC(=O)CSc2nnc(-c3cccnc3)o2)cc1 | -1% | 43%[activator] | -19% | 0% | / | / | /
Cc1ccc(S(=O)(=O)NNC(=O)C2Cc3c(ccc4ccccc34)O2)cc1 (stereo not given) | 3% | 39%[activator] | 14% | 59%[activator] | 3% | -8 | -4
O=S(=O)(c1ccc(SCCOc2ccccc2)nc1)N1CCCC1 | 0% | ? | -16% | ? | / | / | /
O=C(Cn1cnc2c(cnn2-c2ccccc2)c1=O)NCCc1ccccc1 | 3% | -8% | -21% | 36%[activator] | 1% | -7 | -2
N#Cc1cc(C(=O)c2ccccc2OCC(=O)Nc2ccccc2)cn(C2CCCCC2)c1=O | -1% | 22% | -19% | 53%[activator] | 1% | 8 | -1
O=C(COc1ccc([N+](=O)[O-])cc1)NN=C1CCCC1 | -12% | 9% | -14% | 33%[activator] | -2% | 1 | -4
C=CCNC(=O)c1cc2c(=O)n3cccc(C)c3nc2s1 | 0% | 22% | -8% | 17% | -6% | -3 | -2
Cc1ccc(-c2nnn(CC(=O)Nc3ccccc3-c3ccccc3)n2)c(-n2cnnn2)c1 | 2% | ? | -19% | -34% | 0% | -18 | -1
O=C(Nc1ccccn1)c1ccc2ccccc2n1 | -14% | -19% | -11% | -1%[5.75 µM] | ? | 81* | 66*
O=c1cc(-c2ccccc2)nc(N2CCCCC2)[nH]1 | -1% | 15% | -14% | -16% | 0% | -7 | -2
CS(=O)(=O)N(CC(=O)Nc1cc(Cl)ccc1Cl)c1ccccc1Cl | 6% | / | -15% | ? | 6% | -14 | -6
Nc1ccccc1C(=O)NCCN1CCNC1=O | 0% | 31%[activator] | -9% | 12% | 4% | 4 | 3
CC(=O)c1c(C)nn(CC(O)Cn2c3c(c4cc(C)ccc42)CCCC3=O)c1C (stereo not given) | -6% | ? | 26% | 11%[5.75 µM] | 4% | -10 | -3
O=C(O)c1cc(Cl)c2c(c1)OCO2 | 5% | 1% | -14% | -1% | 5% | 37 | -5
CC1CCCCN1CC(=O)NC(=O)NCc1ccccc1 (stereo not given) | -1% | -6% | -19% | 18% | -3% | 12 | 0
COc1ccc(CCNC(=O)CN2C(=O)NC(C)(c3ccc([N+](=O)[O-])cc3)C2=O)cc1 (stereo not given) | 0% | ? | -17% | 67%[activator] | 7% | 20 | 2
CN1CCN(NC(=O)/C=C/c2ccc(C(C)(C)C)cc2)CC1 | 4% | -33% | 67%[activator] | 13% | 3% | 10 | 8
COc1ccc(C2(O)CCN(C(=O)Cc3cccnc3)CC2)cc1 | 0% | -4% | -24% | 37%[activator] | -1% | -22 | -3
Cc1ccc(C(=O)OCC(=O)N(CC(C)C)c2c(N)n(Cc3ccccc3)c(=O)[nH]c2=O)o1 | -4% | 4% | ? | 4% | / | / | /
Cc1ccc(NC2=C(Cl)C(=O)OC2OC(=O)c2ccccc2)c(C)c1 (stereo not given) | -4% | 11% | ? | -33% | 2%[11.5 µM] | 47 | 23
Cc1ccc(OCC(O)CN2CCN(CC(O)COc3ccc(C)cc3)CC2)cc1 (stereo not given) | 6% | -12% | 81%[activator] | 28%[5.75 µM] | 0% | -21 | -1
O=C(CN(c1ccccc1)S(=O)(=O)c1ccccc1)Nc1ccccc1C(=O)NCc1ccco1 | -4% | 0% | -13% | 157%[activator] | 6% | 22 | 10
COc1ccc(N2CCN(c3nc(Nc4ccc(F)cc4)nc(OC)n3)CC2)cc1 | / | 53% | -3% | 24% | 2% | 22 | -3
CCCc1nc2c(=O)n(C)c(=O)[nH]c2n1C | -17% | / | -4% | 6% | -8% | 13 | -3
N#Cc1cc(C(=O)c2ccccc2O)cn(-c2ccc(Cl)cc2)c1=O | -7% | ? | -59% | 32%[5.75 µM] | 1% | 22 | 4
